Compound activity: PubChem, National Center for Advancing Translational Sciences (NCATS)
TDP1 block – TDP1 (human) enzyme inhibition; Q9NUW8; recombinant TDP1, AlphaScreen DNA substrate cleavage; Potency, µM (titrated, usually from 130 µM), inactives show at the top dose activity change, negative = inhibition, actives largely listed as inhibitors; actives 0.28% (n = 350,000); AID 485290; note: nearly all actives have a fitted effect of over 40% in size
Target sequence (Q9NUW8 whole entry, looked up): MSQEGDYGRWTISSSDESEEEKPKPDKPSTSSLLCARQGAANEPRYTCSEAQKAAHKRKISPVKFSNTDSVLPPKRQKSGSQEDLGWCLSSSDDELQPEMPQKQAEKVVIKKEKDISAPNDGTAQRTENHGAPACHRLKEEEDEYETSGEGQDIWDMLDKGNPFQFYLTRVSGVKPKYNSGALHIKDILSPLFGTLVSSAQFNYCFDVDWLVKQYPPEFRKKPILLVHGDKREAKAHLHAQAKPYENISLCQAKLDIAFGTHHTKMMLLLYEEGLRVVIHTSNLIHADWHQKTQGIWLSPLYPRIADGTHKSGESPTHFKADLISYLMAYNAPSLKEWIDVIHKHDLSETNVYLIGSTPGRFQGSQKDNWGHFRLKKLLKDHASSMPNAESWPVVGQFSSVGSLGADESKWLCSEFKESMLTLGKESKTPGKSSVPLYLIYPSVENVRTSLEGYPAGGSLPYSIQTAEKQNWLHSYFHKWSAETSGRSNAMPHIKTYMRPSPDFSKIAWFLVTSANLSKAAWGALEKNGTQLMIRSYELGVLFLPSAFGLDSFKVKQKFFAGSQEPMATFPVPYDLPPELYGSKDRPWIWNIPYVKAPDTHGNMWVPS
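Enzyme-compound mixtures sat 15 min at room temperature, followed by a 5 min reaction with 15 nM final substrate and 10 min with AlphaScreen beads. Recombinant human Tdp1 was used at 1 nM final.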
FEN1 inh – human FEN1 inhibition | actives 0.35% (n = 390,000) | Potency, µM (highest dose often 114 µM), for the others: top-dose activity change, negative = inhibition, most hits filed as inhibitors | P39748 | AID 588795 | Recombinant FEN1 flap cleavage, fluorescence, 15 min; note: nearly all actives have a fitted effect of over 65% in size
Target sequence (P39748 whole entry, looked up): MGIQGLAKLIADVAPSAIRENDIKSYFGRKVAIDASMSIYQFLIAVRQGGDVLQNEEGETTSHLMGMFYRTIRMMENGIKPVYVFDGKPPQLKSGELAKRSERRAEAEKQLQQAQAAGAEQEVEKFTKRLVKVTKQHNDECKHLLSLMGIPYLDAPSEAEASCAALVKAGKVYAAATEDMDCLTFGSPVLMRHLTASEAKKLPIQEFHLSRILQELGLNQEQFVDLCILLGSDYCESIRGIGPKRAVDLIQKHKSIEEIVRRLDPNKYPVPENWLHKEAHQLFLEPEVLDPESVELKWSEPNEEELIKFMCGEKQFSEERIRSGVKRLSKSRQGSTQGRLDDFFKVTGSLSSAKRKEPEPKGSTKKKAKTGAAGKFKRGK
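Compounds are tested as a concentration series against 10 nM FEN1; after a 15 min room-temperature preincubation, 50 nM substrate starts cleavage, with plate reads at 0 and 15 min. Normalized responses are fitted by a Hill equation.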
N370S GC mod – N370S glucocerebrosidase modulation, Gaucher chaperone candidate. Potency, µM (series often up to 59.4 µM), for inactives: at the highest dose activity change, negative = inhibition, most hits filed as inhibitors. N370S GC spleen homogenate, 4MU-glucoside fluorescence. actives 0.092% (n = 330,000). P04062. AID 2101;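 note: 0% = full enzyme activity and -100% = no enzyme basal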
An asterisk follows results filed as active; u = inconclusive; x = no result given; & = joins results of further samples; [ ] = another dose, or the depositor's remark. Calls come from the whole dose curve; as a rule, active = well fitted curve in the direction sought with a large enough effect; inconclusive = small, poorly fitted or top-dose-only effect, or another doubt; inactive = no such curve, though single readings can be large; an effect the other way counts as inactive or inconclusive. Unless noted, % is set by controls: 0 for no effect and ±100 for the full control effect; potency is the fitted concentration of half-maximal effect. Not a hit list; about 0.53% have a hit in one of these screens.

Results follow in this order: FEN1 inh, TDP1 block, N370S GC mod
CCOC(=O)N1N=C(c2ccc(C)cc2)CC1(O)C(F)(F)F (stereo not given)
    6%, 1%, -1%
COc1cccc(OCCc2c(C)n[nH]c2C)c1
    -7%, 4%, 8%
Cc1ccc(-n2ncc3c2CCCC3NC(=O)c2csnn2)cc1C (stereo not given)
    5%, 6%, -3%
O=C(NNC1=NS(=O)(=O)c2ccccc21)c1ccc(Cl)cc1
    -7%, 0%, -1%
CCCC[C@@H]1C[C@H]1C(NC(=O)c1ccccc1)c1ccccc1 (stereo not given in full)
    x, 0%, -6%
Cc1ccc2c(c1)-c1onc(C(=O)N3CCN(c4cc(Cl)ccc4C)CC3)c1CO2
    -1%, 1%, x
COc1ccc2[nH]c3nc(SCc4nnc(-c5ccccc5)o4)nnc3c2c1
    1%, 6%, -1%
CC(C(=O)N1CCc2ccccc21)N1CCN(Cc2ccccc2)CC1 (stereo not given)
    20%, x, -7%
CCCCn1c(-c2csc3ccccc23)n[nH]c1=S
    -3%, 6%, u
COc1ccc(/C=C/C(=O)OCc2cc(=O)n3c(n2)sc2ccccc23)cc1
    2%, 3%, -4%
COc1ccc(CC(=O)NCC(c2cccs2)S(=O)(=O)c2ccc(F)c(C)c2)cc1 (stereo not given)
    -7%, -9%, x
CC(=O)NCCNC(=O)CCCc1nnc2n(CC(C)C)c(=O)c3sccc3n12
    19%, 3%, x
CN(c1ccc(C(=O)NCCSC(C)(C)C)cc1)S(C)(=O)=O
    -3%, 4%, 5%
O=c1oc2ccccc2cc1O
    x, 13%[56.1 µM], 0%
Cc1cc(C)n(C2CC(=O)N(c3ccc(Cl)c(Cl)c3)C2=O)n1 (stereo not given)
    17%, -6%, 4%
CN(CC(=O)O/N=C(\N)c1ccc([N+](=O)[O-])cc1)S(=O)(=O)c1ccccc1
    -4%, 8%, -14%
COc1cc(CNC(=O)c2cc(C(=O)NCc3cc(OC)cc(OC)c3)n(C)n2)cc(OC)c1
    -6%, -1%, -2%
Cc1c(NC(=O)COc2cccc(F)c2)c(=O)n(-c2ccccc2)n1C
    8%, 0%, x
COc1ccccc1NC(=O)CCC(=O)N1CC(C)Oc2ccc(C)cc21 (stereo not given)
    0%&-6%, 11%, -15%
CCN1CCCC1CNC(=O)C(=O)NC1CC1 (stereo not given)
    6%, -1%, 10%
O=C(CS(=O)(=O)c1ccccc1)Nc1ccc(N2CCOCC2)cc1
    3%, 0%, -4%
CCn1c(SCC(=O)Nc2cccc(NC(=O)c3cccs3)c2)nnc1-c1ccncc1
    8%, 1%, 8%
Cc1nn(-c2cccc(Cl)c2)c(Cl)c1/C=N/NC(=O)c1cccnc1
    -6%, -3%, 6%
Cc1cc(C)c(C#N)c(Cl)n1
    -3%, 2%, -10%
Cc1cc(O)c(C(=O)/C=C/c2ccccc2)c(=O)o1
    -8%, x, -6%
CC(C)OCCCNC(=O)CCCC(=O)Nc1ccc(OCCc2ccccc2)cc1
    0%, x, -3%
CC(C)(C)Nc1nc(Oc2ccc(=O)n(-c3ccccc3)n2)nc(N2CCOCC2)n1
    -11%, 1%, -11%
Cc1ccc(C(=O)N(Nc2nc3ccccc3s2)C(=O)c2ccc(C)cc2)cc1
    3%, 3%, 10%
O=C1CC(N2CCN(c3ccccn3)CC2)C(=O)N1c1ccc(F)cc1 (stereo not given)
    5%, 5%, 13%
CC12CCC(C(=O)Nc3cc(Cl)ccc3Cl)(C/C1=N\O)C2(C)C (stereo not given)
    -13%, 1%, 2%

Of the compounds above, these have fluorine.
Results follow in this order: FEN1 inh, TDP1 block, N370S GC mod
CCOC(=O)N1N=C(c2ccc(C)cc2)CC1(O)C(F)(F)F (stereo not given)
    6%, 1%, -1%
COc1ccc(CC(=O)NCC(c2cccs2)S(=O)(=O)c2ccc(F)c(C)c2)cc1 (stereo not given)
    -7%, -9%, x
Cc1c(NC(=O)COc2cccc(F)c2)c(=O)n(-c2ccccc2)n1C
    8%, 0%, x
O=C1CC(N2CCN(c3ccccn3)CC2)C(=O)N1c1ccc(F)cc1 (stereo not given)
    5%, 5%, 13%

The results go on:
Results follow in this order: FEN1 inh, TDP1 block, N370S GC mod
CC1CCCCN1c1ncnc2ccccc12 (stereo not given)
    -1%, 2%, -7%
CN1CCN(C(=O)c2cnn(-c3ccc(F)cc3F)c2C2CCN(C(=O)OC(C)(C)C)CC2)CC1
    -4%, -2%, x
O=S(=O)(c1ccc(F)cc1)N(Cc1nc(-c2ccccc2)no1)C1CCCCC1
    -8%, -11%, x
O=C(Nc1ccc(N2CCOCC2)c(Cl)c1)C1CCCCC1
    9%, -7%, 6%
COc1ccc(OC)c(NC(=O)[C@H]2CC=CC[C@H]2C(=O)O)c1
    4%, 0%, 8%
Cc1cccc(N(CC(=O)NCc2ccco2)C(=O)CCC(=O)Nc2ccccn2)c1C
    4%, 7%, 9%
CSc1nc(N)nc2c1ncn2CC(=O)N1CCN(c2ccccn2)CC1
    13%, 1%, x
Nc1c(S(=O)(=O)c2cccs2)c2nc3ccccc3nc2n1CC1CCCO1 (stereo not given)
    -18%, 8%, u
O=C(CSc1nnc(NC(=O)Cc2ccccc2)s1)NCc1ccco1
    -7%, -1%, -1%
Cc1ccc(C)c(-n2nnnc2SCC(=O)Nc2cccc(-c3nnc4n3CCCCC4)c2)c1
    -6%, 5%, 3%
Cc1onc(-c2ccccc2)c1C(=O)Nc1sc2c(c1C#N)CCC2
    u, -2%, 7%
Cn1c(N)c(C(=O)COC(=O)Cc2cccs2)c(=O)n(C)c1=O
    3%, -5%, x
Cc1ccccc1NC(=O)c1ccc(F)c(S(=O)(=O)NC2CCCC2)c1
    18%, 5%, x
CCCCn1c(=O)c2ccccc2c2ccccc2c1=O
    1%, x, 4%
COc1ccc(NC(=O)/C=N/O)cc1
    3%, 4%, -20%
CC(OC(=O)CSc1ccc([N+](=O)[O-])cc1)C(=O)NCc1ccccc1 (stereo not given)
    3%, 5%, -5%
O=C(/C=C/c1ccc(F)cc1)NC(Cc1c[nH]c2ccccc12)C(=O)O (stereo not given)
    2%, 5%, -2%
Cc1ccc(NC(=O)c2c(C)nc3sc(C(=O)Nc4ccc(F)cc4)c(N)c3c2-c2ccccc2Cl)c(C)c1
    -3%, 0%, x
COC(=O)c1ccc(-c2ccc(/C=N/N3C(=O)C4C5C=CC(CC5)C4C3=O)o2)cc1 (stereo not given)
    0%, 5%, 3%
CCN(C(=O)CSc1nnc(-c2cc3occc3n2C)n1-c1ccccc1C)c1ccccc1
    18%, 1%, x
CC(C)Oc1ccc(C(=O)NC(Cc2c[nH]c3ccccc23)C(=O)NN)cc1 (stereo not given)
    -11%, x, -11%
CC1CCN(S(=O)(=O)c2ccc3nc(N4CCN(c5ccccc5)CC4)ccc3c2)CC1
    16%&0%, 2%&-8%, -11%
Cc1cc(C)n2nc(C(=O)OCC(=O)Nc3ccc4c(c3)OCO4)nc2n1
    1%, 3%, 0%[2.35 µM]
CCN(CC)S(=O)(=O)c1ccc(Cl)c(NC(=O)COc2ccccc2[N+](=O)[O-])c1
    7%, -3%, 4%
COc1cccc(Cn2c(-c3cccs3)noc2=O)c1
    0%, 12%, 8%
COc1ccc(Nc2cc(C)nc3c(C)c(C)ccc23)cc1
    u, 3%, x
O=C(c1ccc(=O)oc1)N1CCC(C(O)(c2ccccc2)c2ccccc2)CC1
    -4%, 5%, 6%
Cn1c(/N=C/c2c[nH]c3ccccc23)nc2ccccc21
    2%, 10%, -7%
O=C(COC(=O)c1cccc(F)c1)NCCC1=CCCCC1
    -2%, -4%, x
COc1ccccc1NC(=O)N(c1c(N)n(Cc2ccccc2)c(=O)[nH]c1=O)C1CCCC1
    -7%, 2%, 6%

The list goes on.
Results follow in this order: FEN1 inh, TDP1 block, N370S GC mod
CCCC(C(=O)NC1CCCC1)N(Cc1ccc(OC)cc1)C(=O)c1snc(C(N)=O)c1N (stereo not given)
    8%, x, 0%
N#Cc1cccc(NC(=O)CSc2ccccc2)c1
    1%, 5%, -13%
COC(=O)c1cccc(NC(=O)CSc2nnc(C)n2Cc2ccccc2)c1
    -5%, 4%, 4%
COc1cccc(Nc2nc(CC(C)=O)ns2)c1
    2%, 2%, -4%[12.8 µM]
CC1CCCN(C(=O)C2CCN(CC(C)c3ccccc3)CC2)C1 (stereo not given)
    2%, 0%, -7%
CCOC(=O)c1ccc(NC(=O)c2ccc(CN3CCc4ccccc4C3)cc2)cc1
    -2%, x, -19%
CC(C)n1cc(/C=N/NC(=O)COc2cccc3cccnc23)c2ccccc21
    0%, 3%, 28%
O=C(c1ccccc1)c1ccccc1N1C(=O)C=CC1=O
    -10%, 10%, 9%
C=CCn1c(SCc2nc3sc(C(=O)O)c(C)c3c(=O)[nH]2)nnc1-c1ccc(C(C)(C)C)cc1
    45µM*, 20µM*, -22%
Cc1cc(Cc2ccc(N)c(C)c2)ccc1N
    12%, 4%, 2%
COc1ccc(Cc2nnc(N/N=C/c3ccc(C)o3)[nH]c2=O)cc1
    15%, 5%, 10%
CC(OC(=O)Cc1c(F)cccc1Cl)C(=O)NCCC1=CCCCC1 (stereo not given)
    -3%, 5%, -2%
Cc1ccc(NC(=O)CCn2c(=O)[nH]c3ccsc3c2=O)cc1C
    -13%, -13%, 4%
Cc1[nH]c2ccccc2c1CC(=O)O
    11%, 0%, 17%
CC(=O)Nc1ccccc1OCC(=O)NC1CCCCC1C (stereo not given)
    0%, 0%[56.1 µM], x
COc1ccc(OC)c(-n2c(Cn3c(-c4ccccn4)nc4ccccc43)n[nH]c2=S)c1
    0%, 3%, 0%
CC(C)(C)S(=O)(=O)c1cnc(-c2ccc(Cl)cc2)nc1N
    19%, 4%, 4%
O=C(/C=C/c1cccnc1)c1ccc(O)cc1
    -4%, x, -5%
CCOC(=O)c1c(C)[nH]c(/C(C)=N/O)c1C
    -1%, 10%, 6%
Nc1cccc(C(=O)Nc2ccc3nc(-c4cccnc4)[nH]c3c2)c1
    -8%, -5%, u
Cc1cc(C)c(S(=O)(=O)c2ccc(Cl)cc2)c(=O)[nH]1
    2%, x, -14%
O=C(CSc1nnc(Cc2cccs2)n1CCc1ccccc1)N1CCCc2ccccc21
    -21%, 7%, 18%
COCCn1c(=O)[nH]c2cc(C(=O)NC(C)C)ccc2c1=O
    -4%, 3%, u
O=C1c2ccccc2NC2CCCCCN12 (stereo not given)
    -13%, -5%, 7%
Cc1cc(C)n(CC(O)Cn2ccc3ccccc32)n1 (stereo not given)
    3%, -6%, x
O=C(O)C1C2CCC(O2)C1C(=O)Nc1ccc(F)cc1 (stereo not given)
    6%, 0%, 4%
c1ccc(CN(Cc2ccccc2)c2nn[nH]n2)cc1
    -4%, 7%, 4%
COc1ccc(-c2cc(-c3ccc(OC)c(OC)c3)n[nH]2)c(O)c1
    -7%, 9%, -1%
Cc1ccc2c(c1)N(CCCC(=O)NCC1COc3ccccc3O1)C(=O)CO2 (stereo not given)
    -9%, 2%, 1%
COc1ccc(CCNC(=O)C(=O)c2c(C)[nH]c3ccccc23)cc1
    -11%, 2%, -1%

Entries of single compounds from above. Order of screens: FEN1 inh, TDP1 block, N370S GC mod
Record of `Cc1cccc(N(CC(=O)NCc2ccco2)C(=O)CCC(=O)Nc2ccccn2)c1C` → 4%, 7%, 9%
Record of `Cc1cc(C)n(C2CC(=O)N(c3ccc(Cl)c(Cl)c3)C2=O)n1` (stereo not given) → 17%, -6%, 4%
Record of `N#Cc1cccc(NC(=O)CSc2ccccc2)c1` → 1%, 5%, -13%

More compounds.
Results follow in this order: FEN1 inh, TDP1 block, N370S GC mod
O=C(NCC1CCCO1)C1CCCN1C(=O)Nc1ccc(Cl)cc1 (stereo not given)
    0%, 3%, 7%
Cc1cc(Br)ccc1OCCCCNCCO
    6%, -3%, -3%
Cc1cc(Cl)ccc1OCC(=O)N/N=C1\CCCc2ccccc21
    0%, 2%, 10%
CCOC(=O)CC1(c2ccc(OC)c(OC)c2)C(=O)c2ccccc2C1=O
    -11%, -1%, 0%
Nc1c(C(=O)c2ccc(Br)s2)oc2ccccc12
    -9%, -6%, 17%
CC1(C)CC(=O)c2cnc(NC(=O)Cc3ccc(Cl)cc3)nc2C1
    0%, 2%, 10%
Cc1ccc(NC(=O)CN(C)C(=O)Cc2c(Cl)cccc2Cl)cc1
    -12%, -7%, -7%
COc1ccc2oc(C(F)(F)C(F)(F)F)cc(=O)c2c1
    -5%, 1%, 6%
CCN(c1cccc(C)c1)c1ncnc2c1cnn2-c1cccc(Cl)c1
    -10%, -3%, x
COCCN1CN=C(Nc2nc(C)c3ccc(C)cc3n2)NC1
    x, 6%, 1%
CCCNC(=O)Nc1cc(S(=O)(=O)CC)ccc1O
    -8%, -10%, 4%
Nc1ccc(Oc2ncccn2)c(Cl)c1
    18%, x, -6%
O=C(NC(Cc1c[nH]c2ccccc12)c1nnc2n1CCCCC2)c1ccccc1 (stereo not given)
    -14%, -2%, 10%
Cc1ccc(-c2nc(CN(Cc3cnn(C)c3)C(C)C)c(C)o2)o1
    0%, 6%, 3%
Cc1cccc(OCCNC(=O)c2ncn[nH]2)c1
    -3%, 8%, -5%
COc1ccc(-n2cc(-c3ccc(C)cc3)[n+]3c2SCC3)cc1
    -2%, 5%, -1%
